H37Rv inhibition: M. tuberculosis growth inhibition, HTS (AID 449762) | M. tuberculosis H37Rv growth inhibition, 7H9 media; higher % means a stronger effect | inhibition, % at 25 µM, or IC50 in µM where a hit was titrated | 0.59% of 330,000 active; in the data active = a potency from the dose series; inconclusive = inhibition above about 70% without an active follow-up result;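 note: bacterial growth assessed after seven days of incubation; strong numbers were not always called active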
inhibitors of VEEV: inhibitors of VEEV TC-83 cytopathic effect, confirmation, Vero cells (AID 588727). Vero cells, VEEV TC-83 cytopathic effect inhibition; higher % means a stronger effect. inhibition, % at 20 µM, or IC50 in µM where a hit was titrated. 0.13% of 350,000 active; in the data active = a potency from the dose series; inconclusive = inhibition mostly from about 14% at the one dose, without a potency; inactive = the rest, 99 in 100 with inhibition below about 12%; note: strong numbers were not always called active
PhoP GFP inhibition: Inhibition of PhoP regulon, Salmonella typhi GFP reporter cells, confirmation, 4 h (AID 1850); Salmonella Typhi PhoP-promoter GFP reporter, fluorescence, 4 h; higher % means a stronger effect; one-dose inhibition, % at 50 µM; IC50 in µM for titrated hits; 0.33% of 310,000 active; in the data active = a potency from the dose series; inconclusive = inhibition mostly from about 25% at the one dose, without a potency; inactive = the rest, 99 in 100 with inhibition below about 19%;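 note: 0% = induced wells with vehicle and 100% = uninduced wells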
influenza NS1A: H1N1 influenza NS1A inhibitors, functional cell based assay (AID 504329). NS1A functional cell-based assay, percent inhibition; higher % means a stronger effect. inhibition, % at 12.5 µM; hits with a dose series show IC50 in µM. 0.3% of 340,000 active; in the data active = a potency from the dose series; inconclusive = inhibition above about 27% without an active follow-up result; note: strong numbers were not always called active
M. tuberculosis: growth inhibition of non-replicating M. tuberculosis (AID 488890); one-dose inhibition, % at 25 µM; IC50 in µM for titrated hits; 0.39% of 320,000 active; Mycobacterium tuberculosis non-replicating, growth inhibition; higher % means a stronger effect; in the data active = a potency from the dose series; inconclusive = inhibition mostly from about 82% at the one dose, without a potency; inactive = the rest, 99 in 100 with inhibition below about 76%;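 note: plate controls were DMSO cells for no effect and high antibiotic wells for full effect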
inhibitors of VEEV 10K pilot screen: second read-out of inhibitors of VEEV, no call of its own (marks repeat the call); inhibition, %; measured here: 10K pilot screen inhibition
Numbers without * were called inactive; i = inactive; ? = inconclusive; . = not tested or not shown.

SMILES	H37Rv inhibition	inhibitors of VEEV	PhoP GFP inhibition	influenza NS1A	M. tuberculosis	others
CCSc1cc(N2CCCC2)nc(-c2ccccc2)n1	2%	i	8%	-17%	5%
Cc1ccc(C(c2ccc(C)o2)c2cccc([N+](=O)[O-])c2O)o1	-10%	2.3%	11%	15%	-14%
O=C(Nc1sc2c(c1C(=O)O)CCCCC2)c1ccccc1	3%	0.8%	4%	-6%	74%
COc1ccccc1-c1nnc(Nc2nc3c(OC)cccc3s2)o1	7%	8.2%	6%	-6%	19%
O=C(Cn1cc(C(F)(F)F)cc(Cl)c1=O)Nc1cc(S(=O)(=O)N2CCOCC2)ccc1Cl	-4%	0.7%	-3%	4%	3%
O=C(COC(=O)c1cc[n+]([O-])cc1)Nc1cccc(Br)c1	.	i	.	4%	.
CC(O)CNc1ccc(-c2nn(C)c(=O)c3ccccc23)cc1[N+](=O)[O-] (centres undefined)	4%	4.6%	0%	5%	51%
Cc1cccc(N2CCN(CC(O)COc3ccccc3)CC2)c1 (centres undefined)	.	2.3%	.	5%	.
Cc1ccc(S(=O)(=O)Oc2ccccc2/C=C2\SC(=O)NC2=O)cc1	16%	0.8%	-2%	-11%	68%
COCCN(C(=O)c1csnn1)C(C(=O)NC1CCCC1)c1ccc(C)cc1 (centres undefined)	0%	i	1%	5%	8%
COc1ccc(N2C(=O)c3ccccc3NC2c2ccc(OC)c(COc3ccccn3)c2)cc1 (centres undefined)	-9%	3.3%	-1%	19%	25%
Cc1cccc(C)c1-n1nnnc1SCSc1nnnn1-c1c(C)cccc1C	0%	i	3%	-1%	-2%
Cc1ccc(CC(=O)Nc2nnc(-c3ccc(F)cc3)o2)c(C)c1	56%	0.4%	-7%	2%	?
Cc1ccc(NS(=O)(=O)c2ccc(OCC(N)=O)cc2)cc1	-15%	0.3%	-5%	1%	8%
Cn1c(-c2ccc(Br)o2)nc2ccccc21	-1%	0.4%	1%	0%	?
O=C1C2CCCN2C(=S)N1c1ccccc1 (centres undefined)	4%	0.9%	6%	-4%	-3%
COc1ccccc1C(=O)CN1C(=O)NC2(CCCc3ccccc32)C1=O (centres undefined)	8%	5.8%	.	-9%	21%
O=C(NC(=S)Nc1ccccc1)C1CCCCC1	-2%	1.3%	0%	-2%	?
O=C(CCN1C(=O)C2C3CCC(C3)C2C1=O)Nc1ccccc1Cl (centres undefined)	4%	4.8%	-1%	-8%	1%
COc1ccc2cc(/C=C/C(=O)N3CCN(CC(=O)N4CCCCCC4)CC3)ccc2c1	7%	4.3%	-20%	-3%	15%
O=C(Nc1ccccc1F)Nc1ccccc1N1CCCCC1	14%	4.2%	-12%	-16%	31%
Cc1cc(C)cc(N(C(=O)c2sc(C)nc2C)C(C(=O)NC(C)(C)C)c2ccncc2)c1 (centres undefined)	1%	0.7%	-11%	-10%	0%
O=C(Nc1ccc2nn(-c3ccc(F)cc3)nc2c1)c1cccnc1	10%	9.0%	-4%	-6%	9%
O=C(O)CN(Cc1ccco1)S(=O)(=O)c1ccccc1	-2%	i	-7%	-7%	-6%

7 compounds picked at random from those above:
SMILES	H37Rv inhibition	inhibitors of VEEV	PhoP GFP inhibition	influenza NS1A	M. tuberculosis	others
O=C(Nc1ccccc1F)Nc1ccccc1N1CCCCC1	14%	4.2%	-12%	-16%	31%
O=C(Nc1ccc2nn(-c3ccc(F)cc3)nc2c1)c1cccnc1	10%	9.0%	-4%	-6%	9%
Cc1cc(C)cc(N(C(=O)c2sc(C)nc2C)C(C(=O)NC(C)(C)C)c2ccncc2)c1 (centres undefined)	1%	0.7%	-11%	-10%	0%
O=C1C2CCCN2C(=S)N1c1ccccc1 (centres undefined)	4%	0.9%	6%	-4%	-3%
Cc1ccc(NS(=O)(=O)c2ccc(OCC(N)=O)cc2)cc1	-15%	0.3%	-5%	1%	8%
O=C(CCN1C(=O)C2C3CCC(C3)C2C1=O)Nc1ccccc1Cl (centres undefined)	4%	4.8%	-1%	-8%	1%
COc1ccccc1C(=O)CN1C(=O)NC2(CCCc3ccccc32)C1=O (centres undefined)	8%	5.8%	.	-9%	21%

Back to the main list, repeating the two entries before the break.
SMILES	H37Rv inhibition	inhibitors of VEEV	PhoP GFP inhibition	influenza NS1A	M. tuberculosis	others
O=C(Nc1ccc2nn(-c3ccc(F)cc3)nc2c1)c1cccnc1	10%	9.0%	-4%	-6%	9%
O=C(O)CN(Cc1ccco1)S(=O)(=O)c1ccccc1	-2%	i	-7%	-7%	-6%
CCOc1ccc(N(CC(=O)NCC2CCCO2)C(=O)CCC(=O)Nc2nccs2)cc1 (centres undefined)	-4%	8.8%	-2%	2%	-5%
O=C(O)c1cccc(NCc2ccncc2)c1	-3%	.	4%	.	-7%
O=c1cnnc(SCCc2ccccc2)[nH]1	-12%	i	-6%	-12%	20%
CC[C@@]1(C(=O)OC)N[C@H](CN(C)C(=O)COc2ccccc2)[C@@H]2C(=O)N(C)C(=O)[C@@H]21	4%	1.0%	.	-2%	-14%
FC(F)(F)c1ccncc1-c1nnc(C2CCCCC2)o1	-12%	0.7%	3%	-1%	1%
C=CCc1c(C)nc(-c2ccccc2)nc1N/N=C(\C)c1ccccc1	-3%	0.1%	-3%	6%	-1%
Cc1csc(=NC(=O)c2ccccc2)n1Cc1ccco1	49%	i	-18%	0%	16%
O=C(NOCc1ccccc1)c1ccc([N+](=O)[O-])cc1	4%	1.7%	.	1%	?
C=CCNC(=S)N/N=C/c1cn(-c2ccccc2)nc1-c1ccc(OC)cc1	7%	2.2%	0%	6%	-20%
O=C(C[n+]1cccc2ccccc21)c1ccccc1	0%	i	-7%	-6%	-3%
COC(=O)C1=C(c2ccc3ccccc3c2)C[C@@H]2CC[C@H]1N2C(=O)NC1CC1	-2%	4.2%	.	-17%	21%
COc1ccc(C(=O)NNC(=O)C(NC(=O)c2cc(OC)cc(OC)c2)C(C)C)cc1 (centres undefined)	-2%	2.3%	.	-21%	-8%
CCOC(=O)c1c2ccccc2[n+]([O-])n1[C@@H](C)C(N)=O	10%	0.1%	1%	-5%	-5%
O=C(NCc1cccc(Cl)c1)c1cc(=O)[nH]c2ccccc12	-6%	2.6%	5%	5%	-1%
Cc1ccc(S(=O)(=O)NCCC(=O)NCC(c2ccc(F)cc2)N2CCOCC2)cc1 (centres undefined)	0%	i	.	0%	4%
Cc1cc(C)cc(-n2cnc3cc(C(=O)O)ccc32)c1	3%	0.2%	0%	8%	-5%
Cc1cccc(-n2c(SCC(=O)c3c(N)n(C4CC4)c(=O)[nH]c3=O)nnc2N2CCOCC2)c1	-5%	5.2%	.	-8%	-9%
COc1cc(C=O)ccc1OC(=O)N1CCOCC1	4%	1.2%	-14%	-2%	-2%
CC1(C)Cc2cccc(OCC(=O)OCC(=O)Nc3cccc(S(N)(=O)=O)c3)c2O1	6%	0.7%	6%	-6%	-6%
CCN(CC)c1ccc(/C=N/NC(=S)NCc2ccc(OC)cc2)cc1	1%	0.8%	2%	4%	-29%
COc1ccc(NC(=O)c2cc([N+](=O)[O-])ccc2O)cc1	4%	i	10%	-1%	7.7µM*
O=c1c2cc(-c3ccccc3)sc2ncn1/N=C/c1ccco1	83µM*	7.6%	-9%	14%	24%
CN(Cc1ccc(Cl)cc1Cl)C(=O)CCNC(=O)c1ccco1	-5%	i	.	-9%	-12%
COc1ccc(C(C(=O)NCC2CCCO2)N(Cc2cccs2)C(=O)c2snc(C(N)=O)c2N)cc1 (centres undefined)	1%	6.7%	2%	-4%	1%

Next part (three carried over from the part before).
SMILES	H37Rv inhibition	inhibitors of VEEV	PhoP GFP inhibition	influenza NS1A	M. tuberculosis	others
O=c1c2cc(-c3ccccc3)sc2ncn1/N=C/c1ccco1	83µM*	7.6%	-9%	14%	24%
CN(Cc1ccc(Cl)cc1Cl)C(=O)CCNC(=O)c1ccco1	-5%	i	.	-9%	-12%
COc1ccc(C(C(=O)NCC2CCCO2)N(Cc2cccs2)C(=O)c2snc(C(N)=O)c2N)cc1 (centres undefined)	1%	6.7%	2%	-4%	1%
CCOc1ccc(OCC)c(NC(=O)CN2CCN(c3ccc(C)cc3C)CC2)c1	-7%	i	10%	3%	25%
COc1ccccc1NC(=O)COC(=O)c1ccc(S(=O)(=O)NCc2ccco2)cc1	12%	0.8%	10%	7%	0%
COc1cc(-c2n[nH]c(=S)n2/N=C/c2cccn2C)cc(OC)c1OC	2%	2.0%	10%	-17%	-10%
CC(C)N(Cc1nccn1C)C(=O)CC1C(=O)NCCN1Cc1ccccc1C(F)(F)F (centres undefined)	-10%	0.1%	-2%	-2%	0%
COc1ccc(-n2nc(C(=O)NCC(=O)Nc3cccc(C)n3)c3ccccc3c2=O)cc1	10%	4.8%	7%	-1%	-11%
O=C(c1ccc(OC2CCN(C/C=C/c3ccccc3)CC2)cc1)N1CCCC1	23%	4.7%	14%	-1%	55%
O=C(c1ccc(Cl)cc1)[C@@H]1[C@@H]2C(=O)N(c3ccccc3)C(=O)[C@@H]2C2c3ccccc3C=NN21 (some centres undefined)	-3%	2.0%	-4%	-12%	8%
Cc1cccc(NC(=S)NC2CCCC2)c1C	-8%	i	-13%	0%	77%
Cc1cccc(NS(=O)(=O)c2ccc3[nH]c(=O)cc(C(=O)O)c3c2)c1	-3%	0.2%	7%	0%	3%
C=CCn1c(-c2ccccc2)nc(=S)c2c1CC(C)(C)OC2	-8%	i	-3%	23%	-7%
Cc1cccc(-n2c(O)c(C=Nc3ccc(S(N)(=O)=O)cc3)c(=O)[nH]c2=O)c1	-3%	0.6%	-12%	-6%	1%
CCC(=O)Nc1nnc(SCc2cccc(F)c2)s1	0%	1.0%	-4%	10%	25%
Cc1[nH]n(-c2ccccc2)c(=O)c1C=NC1CCCCC1	-3%	0.9%	-5%	-6%	-3%
CC1(C)CC(=O)C=C(NCCN2CCN(C(=O)Nc3ccc(Cl)c(Cl)c3)CC2)C1	5%	1.7%	-4%	7%	45%
C=CC[C@H](CC(=O)N(CCO)Cc1ccccc1)C(=O)NCCOC(=O)[C@@H](CC=C)CC(=O)OC(C)(C)C	-6%	i	.	7%	19%
CNC(=O)c1cc2cc(OC)ccc2n1CCN(C)C	-2%	0.4%	9%	0%	-11%
O=c1c(-c2ccccc2)c(O)c2ccccc2n1-c1ccccc1	4%	i	-7%	-8%	11%
O=C(NC1CC2CCC(C1)N2C(=O)NCc1ccccc1)C1CC1 (centres undefined)	-3%	0.8%	-10%	2%	3%
COc1ccc(C(CNC(=O)c2cc(S(=O)(=O)NCc3ccccc3)ccc2C)N2CCOCC2)cc1 (centres undefined)	-20%	0.7%	1%	-2%	-2%
Cc1cc(-c2cc(C)c(N)c(C)c2)cc(C)c1N	.	i	.	5%	.
CCOc1cccc(C(=O)Nc2cccc(C(C)=O)c2)c1	-1%	1.1%	-1%	7%	32%	inhibitors of VEEV 10K pilot screen=1.1
COc1ccccc1/C=N/Nc1nc(C)c(C(C)=O)s1	-2%	2.8%	-7%	-8%	.
CC(=O)N1CCC(C(=O)Nc2ccc(S(=O)(=O)NCCc3ccccc3)cc2)CC1	0%	2.4%	-6%	-4%	9%
COc1cc(OC)c(/C=N/NC(=O)c2ccc(Cn3nc([N+](=O)[O-])cc3C)cc2)c(OC)c1	-7%	.	1%	.	-2%
COc1cc(OC)cc(-c2sc3ccc(OC)cc3c2C#CCO)c1	?	5.5%	.	-5%	17%

Bioassay records: PubChem BioAssay, Southern Research Specialized Biocontainment Screening Center
